Source: PubChem
CCT modulator: cytosolic chaperonin activity modulation; purified chaperonin ATPase assay, HTRF ADP detection, 30 min; activity change, % (no concentration beside the values), hits read low; hit rate 0.3% among 360,000; AID 651819; in the data active = activity change below about -30%; note: % is set by controls: 0 for no effect and ±100 for the full control effect
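ATPase activity: ADP formed was measured by HTRF Transcreener (665/615 nm ratio) after 30 min at 37 deg C with 10 uM ATP. Compounds screened at one 76 uM concentration against 40 or 20 nM TRiC in Tris pH 7.4/KCl/MgCl2/DTT buffer.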
PTHR1 ag: agonists of human PTHR1 parathyroid hormone receptor; Potency, µM (titrated, usually from 115 µM), inactives show at the top dose activation, usual class: activators; hit rate 0.075% among 410,000; HEK293 GP2 PTHR1 cells, GloSensor cAMP luminescence, 1 h; note: potency is the fitted concentration of half-maximal effect; nearly all actives have a fitted effect of over 55% in size; some results filed as inactive show a strong effect at the top dose; inactives centre near -15; many of its hits are not listed in these tables
Target sequence (Q03431 whole entry, looked up): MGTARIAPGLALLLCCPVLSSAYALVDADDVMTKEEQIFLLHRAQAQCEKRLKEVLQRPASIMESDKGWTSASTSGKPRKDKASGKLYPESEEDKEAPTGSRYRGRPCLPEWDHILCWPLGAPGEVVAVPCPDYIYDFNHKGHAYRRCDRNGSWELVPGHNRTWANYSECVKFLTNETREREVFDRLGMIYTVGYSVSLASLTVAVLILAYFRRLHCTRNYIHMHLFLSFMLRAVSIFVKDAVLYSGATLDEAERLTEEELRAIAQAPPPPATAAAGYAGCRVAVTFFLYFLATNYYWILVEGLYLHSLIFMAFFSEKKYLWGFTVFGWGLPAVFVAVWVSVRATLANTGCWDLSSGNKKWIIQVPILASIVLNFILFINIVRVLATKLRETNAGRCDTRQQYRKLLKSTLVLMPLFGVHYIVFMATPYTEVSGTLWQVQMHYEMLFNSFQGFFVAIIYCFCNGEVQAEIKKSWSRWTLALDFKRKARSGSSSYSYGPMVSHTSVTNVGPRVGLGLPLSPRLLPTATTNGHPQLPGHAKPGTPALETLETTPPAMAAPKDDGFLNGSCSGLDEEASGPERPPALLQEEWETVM
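HEK-293-derived GP2 cells expressing PTHR1 and a GloSensor cAMP reporter, 3,000/well, plated overnight, given luciferin plus IBMX (each 0.5 mM as added) for 1 h at 37 °C, then compound for 1 h at 37 °C. Luminescence was read after 15 min at room temperature.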
Mm-Cpn inhibitor: M. maripaludis TRiC chaperonin inhibition; purified Mm-Cpn ATPase, ADP Transcreener TR-FRET; Potency, µM (titrated, usually from 76.9 µM), for the others: top-dose activity, negative = inhibition, most hits filed as inhibitors; hit rate 0.031% among 330,000; AID 504842; note: potency is the fitted concentration of half-maximal effect; % is set by controls: 0 for no effect and ±100 for the full control effect; nearly all actives have a fitted effect of over 80% in size
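ATPase turnover read by TR-FRET ADP competition (Eu cryptate antibody/ADP-d2, 665/590 nm): 10uM ATP final, 25nM Mm-CPN final, 30 min 37degC after 10-min compound preincubation, pH 7.4 Tris/KCl/MgCl2/DTT buffer.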
Akt phos inh: Akt phosphorylation inhibition; activity change, % for hits at 50 µM; AID 651550; hit rate 0.32% among 360,000; Neuro2A IGF-stimulated pAkt S473 HTRF, 20 min; hits give low values; in the data active = activity change below about -80%; inconclusive = mostly about -51% to -80%; note: % is set by controls: 0 for no effect and ±100 for the full control effect
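Single-point screen (50 µM final compound) in Neuro2A cells stimulated 20 min with 6 nM IGF at 37 deg C. After lysis, Ser473-phosphorylated Akt read by HTRF (ex 330 nm, em 615/665 nm) as the 665/615 ratio.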
DRD3 agonist: D3 dopamine receptor (human) agonism; D3R DiscoveRx beta-arrestin cells, luminescence, 90 min; max activation, %; P35462; hit rate 0.58% among 410,000; in the data active = max activation above about 30%; note: 0% is about no effect; mostly tested at two doses, the higher about 12 µM
Target sequence (P35462 whole entry, looked up): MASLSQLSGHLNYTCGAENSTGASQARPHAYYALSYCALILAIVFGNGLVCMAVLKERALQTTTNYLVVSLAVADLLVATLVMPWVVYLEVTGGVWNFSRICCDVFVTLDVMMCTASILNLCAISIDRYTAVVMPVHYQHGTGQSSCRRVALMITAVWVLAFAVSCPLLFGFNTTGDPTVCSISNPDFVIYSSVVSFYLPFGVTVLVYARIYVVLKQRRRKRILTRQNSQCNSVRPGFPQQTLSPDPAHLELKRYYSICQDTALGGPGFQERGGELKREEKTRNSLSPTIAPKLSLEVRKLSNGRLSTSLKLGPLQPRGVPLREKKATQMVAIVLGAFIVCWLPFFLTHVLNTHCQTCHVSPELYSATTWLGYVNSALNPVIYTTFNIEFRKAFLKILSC
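Cells at 1500/well, incubated overnight, then treated with pinned compounds (dopamine as control) for 90 min at 37 degrees C. DiscoveRx reagent added for 30 - 60 minutes at room temperature; luminescence read.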
D3 antag: antagonists of human D3 dopamine receptor; max response, negative = inhibition, %; AID 652054; P35462; hit rate 2.5% among 360,000; D3R cells, DiscoveRx beta-arrestin luminescence, antagonist mode; hits give low values; in the data active = max response below about -50%; inconclusive = no clear call, values can overlap the other calls; note: % is set by controls: 0 for no effect and ±100 for the full control effect; mostly tested at two doses, the higher about 12 µM
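Cells expressing the human receptor were seeded at 1500 cells/well, incubated overnight at 37 degrees C in 5% CO2, then exposed to library compounds with dopamine controls for 90 minutes at 37 degrees C before luminescent detection.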
EPAC2 antag: blocks human EPAC2 exchange factor. Q8WZA2. Potency, µM (doses to about 114 µM), inactives show top-dose activity, negative = inhibition, most hits filed as inhibitors. AID 720708. hit rate 0.18% among 360,000. EPAC2 GEF exchange of Rap1B-BODIPY-GDP, fluorescence; note: potency is the fitted concentration of half-maximal effect; % is set by controls: 0 for no effect and ±100 for the full control effect; nearly all actives have a fitted effect of over 45% in size; many of its hits are not listed in these tables
EPAC2 agonist: EPAC2 (human) agonism. Q8WZA2. EPAC2 activation, biochemical qHTS; response scale: 100% = 6.5 mM cAMP response. Potency, µM (series often up to 154 µM), without a hit: at the highest dose activation, actives largely listed as activators. hit rate 0.079% among 360,000. AID 720711; note: potency is the fitted concentration of half-maximal effect; nearly all actives have a fitted effect of over 50% in size
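Fluorescence exchange assay: 100 nM EPAC2 with 250 nM RAP1B-BODIPY-GDP and 50 uM GDP; compounds tested as a concentration-titration series (qHTS). Loss of Rap1-bound BODIPY-GDP fluorescence read at 480/540 nm; data normalized to 6.5 mM cAMP.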
* hit, by the source's call; i = inactive; ? = inconclusive; . = no result given; [ ] = another dose, or the depositor's remark. Unless noted, calls come from the whole dose curve; as a rule, active = well fitted curve in the direction sought with a large enough effect; inconclusive = small, poorly fitted or top-dose-only effect, or another doubt; inactive = no such curve, though single readings can be large; an effect the other way counts as inactive or inconclusive. This is a subset. The share of hits here may be higher or lower than overall.

Fields – EPAC2 agonist	Mm-Cpn inhibitor	CCT modulator	EPAC2 antag	Akt phos inh	D3 antag	PTHR1 ag	DRD3 agonist
[1] CC(C)n1cc2c(N)ncnc2n1
    3%	.	-7.3	-11%	i	1	i	1
[2] CC1CCN(CCCN2C(=O)C3C(C(=O)Nc4ccc(Cl)cc4)C4C=CC3(O4)C2C(=O)NC2CCCCC2)CC1 (stereo not drawn)
    10%	0%	-1.4	-3%	i	-21	-1%	-21
[3] O=C(O)c1ccc(N/N=C/c2cn(Cc3ccccc3F)c3ccccc23)cc1
    -3%	-1%	-1.0	11%	i	8	-3%	-7
[4] O=C1CSC(=S)N1c1ccc(O)cc1
    -5%	3%	-3.8	6%	i	-4	-25%	4
[5] O=c1c2ccccc2nc2n1CCc1c-2[nH]c2ccccc12
    -3%	2%	0.8	-5%	i	22	-34%[inhibitor]	12
[6] CCOc1ccc(NC(=O)CCC(=O)N/N=C/c2ccc3c(c2)OCO3)cc1
    8%	2%	-1.6	7%	i	3	-25%	2
[7] COc1ccc(CC(=O)NC(=S)Nc2cccc(C)c2)cc1
    22%	.	0.2	-1%	i	-8	i	-4
[8] CCN1C(=O)[C@H]2[C@@H](c3ccc(-c4ccc5c(c4)OCO5)cc3)N3CCC[C@@]3(C(=O)OC)[C@H]2C1=O
    11%	-2%	-0.3	2%	i	34	-80%[inhibitor]	3
[9] C/C(N)=C(/C#N)C(=O)COC(=O)Cc1coc2cc(C)ccc12
    12%	-3%	0.3	-15%	i	-9	i	9
[10] Cc1ccc(C2=NN(CCC(=O)NCCCN3CCOCC3)C(=O)CC2)cc1
    4%	-1%	0.9	-2%	i	-6	-6%	3
[11] C[C@H](CO)N1C[C@H](C)[C@@H](CN(C)Cc2cccc(C(=O)O)c2)OCc2cnnn2CCCC1=O
    2%	.	1.5	3%	i	-9	i	1
[12] CCc1nc2ccc(C(=O)N(C)Cc3ccco3)cn2c1N(C)Cc1ccc(OC)cc1
    2%	.	1.3	1%	i	-7	-3%	0
[13] Cc1ccccc1NS(=O)(=O)c1cc2c(cc1C)NC(=O)CO2
    -1%	1%	0.2	8%	i	-19	-11%	-2
[14] O=C(CN1CCN(c2nc(-c3ccccc3)cs2)CC1)NCc1ccc2c(c1)OCO2
    22%	-3%	-0.2	-11%	i	19	i	23
[15] O=C(NCCCc1ccccc1)C1CC1
    0%	.	0.9	-4%	i	-15	6%	-3
[16] O=C(N/N=C/c1ccncc1)c1cccc(N/N=C/c2ccncc2)c1
    19%	-6%	-0.4	8%	i	10	i	6
[17] Clc1ccc(CSc2nnnn2-c2ccc3c(c2)OCO3)c(Cl)c1
    10%	2%	-1.9	-6%	i	-29	i	-8
[18] O=[N+]([O-])c1ccc(NC(=S)NCCc2ccc(F)cc2)cc1
    2%	1%	-1.6	-21%	i	-19	-26%	-6
[19] C[C@@H]1CC=C[C@@H]2[C@H]1C(=O)N(Cc1ccccc1)[C@H]2c1cccc(C#Cc2ccccc2)c1
    -6%	-4%	-0.9	11%	i	11	-41%[inhibitor]	12
[20] CCN(CC)S(=O)(=O)c1ccc(C)c(NC(=O)/C=C/c2cccs2)c1
    -5%	1%	-1.3	-2%	i	6	-25%	2
[21] CCOc1cc(/C=N\NC(N)=O)cc(Br)c1OC(C)C
    -6%	0%	-0.7	-17%	i	6	-13%	-5
[22] CSc1ncnc2c1ncn2CCCNCc1ccccn1
    8%	.	0.4	6%	i	15	-4%	-1
[23] S=C(NN=Cc1ccc2c(c1)OCO2)NN=Cc1ccc2c(c1)OCO2
    13%	.	-0.7	4%	i	-10	-14%	-7
[24] CCCC(C(=O)NCCC(C)C)N(Cc1ccc(OC)cc1)C(=O)c1snc(C(N)=O)c1N (stereo not drawn)
    2%	1%	0.3	-26%	i	0	-22%	-3
[25] Cn1/c(=N/NC(=O)c2ccccc2F)sc2ccccc21
    4%	3%	0.8	-31%	i	9	-14%	-3
[26] O=C(Nc1nnc(SCc2ccc(Cl)cc2)s1)C1CCCO1 (stereo not drawn)
    4%	1%	-20	-4%	i	-23	-9%[57.5 µM]	-1
[27] N#Cc1cc2c([nH]c1=S)CCCC2
    5%	-2%	-1.0	8%	i	7	i	1
[28] CCC(C)Nc1ncnc2c1cnn2Cc1ccc(Cl)cc1 (stereo not drawn)
    1%	?	0.2	-8%	i	70	i	12
[29] COc1cccc(NC(=O)C2C3CC4OC(=O)C2C4C3)c1 (stereo not drawn)
    8%	2%	-0.7	3%	i	0	i	0
[30] CCc1nnc(NC(=O)/C=C/c2cccs2)s1
    6%	5%	2.6	-2%	i	13	i	3
[31] O=C1ON=C(c2ccccc2)/C1=C/c1ccc(-c2ccccc2[N+](=O)[O-])o1
    -6%	1%	0.8	-28%	i	-18	-97%[inhibitor]	-10
[32] COc1cc(OC)c2c(O)c3c(c(-c4c5c(c(O)c6c(OC)cc(OC)cc46)CO[C@@H](C)[C@H]5O)c2c1)[C@H](O)[C@H](C)OC3
    -21%	.	1.1	10%	i	-6	-27%	1
[33] Cc1ccc(C(OCC(C)(C)C[N+](C)(C)C)c2ccccc2)cc1 (stereo not drawn)
    0%	1%	-2.1	9%	i	-12	i	-1
[34] COc1cccc(OCc2cc(C(=O)N(C)C3CCCCC3)no2)c1
    4%	.	1.0	-13%	i	0	-1%	4
[35] COc1cc2c(cc1OC)CN(C(=O)NS(=O)(=O)c1ccc(C)cc1)CC2
    5%	-27%	-1.7	5%	i	-8	-24%[57.5 µM]	-3
[36] O=C(O)CCCCCNC(=O)c1ccc(C(=O)NCCCCCC(=O)O)cc1
    10%	-5%	1.3	5%	i	5	i	6
[37] CCc1ccc(NC(=O)Nc2cnccn2)cc1
    12%	2%	-1.1	-7%	i	-10	-16%	1
[38] O[C@@H]1C2CCCC1[C@]1(O)CCCCC1C2 (stereo partly drawn)
    9%	-4%	0.0	-5%	i	-7	i	-5
[39] O=C(CSc1ccccc1)Nc1ccc(C(=O)Nc2cccc(O)c2)cc1
    -4%	-1%	0.8	9%	i	7	-2%	-4
[40] Cc1oncc1-c1csc(-c2ccccc2Cl)n1
    6%	-6%	1.4	2%	i	22	-39%	6
[41] CC(NC(=O)Nn1cnnc1)(C(F)(F)F)C(F)(F)F
    10%	-1%	2.5	1%	i	21	i	8
[42] CC(C)C(=O)Nc1nnc(SCC(=O)N2C(C)CCCC2C)s1 (stereo not drawn)
    6%	-2%	0.4	-1%	i	-5	i	-10
[43] CC1=CC(C)(C)Nc2ccc(OC(=O)C(C)N3C(=O)c4ccccc4C3=O)cc21 (stereo not drawn)
    14%	-3%	-1.0	-12%	i	-2	-6%	-9
[44] CN(CC(=O)Nc1ccc(F)c(F)c1F)C(=O)Cn1cnc2c1c(=O)n(C)c(=O)n2C
    1%	1%	3.4	0%	i	-3	6%	4
[45] COc1cccc(-n2cnc3sc(C)cc3c2=O)c1
    12%	0%	-1.4	-12%	i	-1	i	0
[46] CCOC(=O)CN1C(=O)C(O)(CC(=O)c2ccccn2)c2ccccc21 (stereo not drawn)
    13%	1%	-2.0	2%	i	-13	7%	-6
[47] CCOC(=O)CN(C(=O)CSc1nnnn1C)c1ccccc1
    -9%	1%	-0.4	-5%	i	17	i	3
[48] Cc1ccc(C(=O)NC(=C(Cl)Cl)S(=O)(=O)c2ccc(Cl)cc2)cc1
    10%	0%	-2.1	-36%	i	-19	-20%	-4
[49] Cc1oc(-c2ccccc2F)nc1CS(=O)(=O)CC(=O)NCCCc1ccccc1
    -6%	-3%	-0.6	-10%	i	-15	-26%	0
[50] CCOCCCn1c(SCC(=O)Nc2oc(C)c3c(C)n[nH]c(=O)c23)nc2ccccc2c1=O
    -1%	.	-0.4	-2%	i	11	i	-1
[51] Nc1nnnn1CC(=O)N/N=C/c1cc([N+](=O)[O-])ccc1O
    16%	0%	-8.9	10%	i	-3	-4%	4
[52] Cc1csc2ncc(C(=O)Nc3ccc(C(F)(F)F)cc3)c(=O)n12
    -18%	-8%	-2.5	20%	i	-25	-25%	-6

Structures shown so far that contain an aryl methoxy group:
Fields – EPAC2 agonist	Mm-Cpn inhibitor	CCT modulator	EPAC2 antag	Akt phos inh	D3 antag	PTHR1 ag	DRD3 agonist
[7] COc1ccc(CC(=O)NC(=S)Nc2cccc(C)c2)cc1
    22%	.	0.2	-1%	i	-8	i	-4
[12] CCc1nc2ccc(C(=O)N(C)Cc3ccco3)cn2c1N(C)Cc1ccc(OC)cc1
    2%	.	1.3	1%	i	-7	-3%	0
[24] CCCC(C(=O)NCCC(C)C)N(Cc1ccc(OC)cc1)C(=O)c1snc(C(N)=O)c1N (stereo not drawn)
    2%	1%	0.3	-26%	i	0	-22%	-3
[29] COc1cccc(NC(=O)C2C3CC4OC(=O)C2C4C3)c1 (stereo not drawn)
    8%	2%	-0.7	3%	i	0	i	0
[32] COc1cc(OC)c2c(O)c3c(c(-c4c5c(c(O)c6c(OC)cc(OC)cc46)CO[C@@H](C)[C@H]5O)c2c1)[C@H](O)[C@H](C)OC3
    -21%	.	1.1	10%	i	-6	-27%	1
[34] COc1cccc(OCc2cc(C(=O)N(C)C3CCCCC3)no2)c1
    4%	.	1.0	-13%	i	0	-1%	4
[35] COc1cc2c(cc1OC)CN(C(=O)NS(=O)(=O)c1ccc(C)cc1)CC2
    5%	-27%	-1.7	5%	i	-8	-24%[57.5 µM]	-3
[45] COc1cccc(-n2cnc3sc(C)cc3c2=O)c1
    12%	0%	-1.4	-12%	i	-1	i	0
